14-3-3g Raf: alters human 14-3-3 gamma binding to Raf peptide; P61981; FP, 14-3-3gamma / TMR-pS259-Raf peptide binding; inhibition, % at 40 µM; 160,000 tested, 0.19% active; AID 422; in the data active = inhibition above about 30%;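 also: 0% = protein plus tracer without compound and 100% = blank with tracer alone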
Target sequence (P61981 whole entry, looked up): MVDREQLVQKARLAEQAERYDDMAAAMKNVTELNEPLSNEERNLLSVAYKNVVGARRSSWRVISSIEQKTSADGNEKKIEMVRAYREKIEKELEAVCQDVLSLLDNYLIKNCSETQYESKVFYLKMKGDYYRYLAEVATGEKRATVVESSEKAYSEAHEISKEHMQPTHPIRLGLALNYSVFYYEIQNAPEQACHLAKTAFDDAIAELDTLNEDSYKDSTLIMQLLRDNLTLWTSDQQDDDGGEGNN
* = called active by the depositor; & = joins results of further samples. This is a subset; count on the stated rates, not on these rows.

The opening 20 records as a preview:
SMILES	14-3-3g Raf
COc1ccc(-c2nc(SCc3cccc(C(F)(F)F)c3)c3c(=O)n(C)c(=O)n(C)c3n2)cc1	-4
CSCC[C@H](NC(=O)NCc1ccccc1F)C(=O)O	-9
CCOC(=O)c1[nH]c(C)c(/C(O)=C2\C(=O)C(=O)N(CCN(C)C)C2c2ccc(C)o2)c1C (stereo unspecified)	-11
CC(C)C[C@H](NC(=O)NCc1ccccc1Cl)C(=O)O	-1
O=C(c1cc(-c2cccc(Cl)c2)on1)N1CCN(c2ccc(F)cc2)CC1	-2
COc1ccc(C2C(C(=O)N(C)C3CCCCC3)c3ccccc3C(=O)N2c2ccc(OC)cc2)cc1 (stereo unspecified)	-6
C=CCC(C#Cc1ccccc1)N1CCCCC1 (stereo unspecified)	-2
Cc1ccc(OCC(=O)Nc2ncc(Cc3ccc(F)cc3)s2)cc1	5
Cc1sc(C(=O)NCc2cccnc2)c2nc(C)n(CC(=O)NCc3cccnc3)c(=O)c12	-7
COC(=O)CCCCCc1ccc(C(C)=O)s1	-1
COc1ccc(-c2cn[nH]c2N)c(OC)c1	-11
COc1ccc(NS(=O)(=O)c2ccc3c(c2)CCN3C(C)=O)cc1OC	0
O=C1c2ccccc2C(=O)c2c(NC(=O)C(F)(F)F)ccc(Cl)c21	6
COc1cc(OC)cc(C(=O)Nc2cccc(-c3nc4cc(C)ccc4o3)c2)c1	-231
O=C(Nc1ccc(F)cc1F)c1cc2n(n1)C(C(F)(F)F)C1CCCCC1N2 (stereo unspecified)	-11
CCN1CCN(C(c2cccs2)C(C)NC(=O)CC(C)C)CC1 (stereo unspecified)	-2
O=C(C1CC1)N1CCc2cc(Br)cc(S(=O)(=O)Nc3ccc(Cl)c(C(F)(F)F)c3)c21	-1
O=C(CSc1nc2ccsc2c(=O)n1Cc1ccccc1)NCC1CCCO1 (stereo unspecified)	2
O=C(NCc1nnc(SCC(=O)N2CCOCC2)o1)c1ccco1	-1
Cn1c(N2CCC(C(N)=O)CC2)nc2c1c(=O)n(Cc1ccc(Cl)cc1)c(=O)n2C	-4

Results, from the start:
SMILES	14-3-3g Raf
COc1ccc(-c2nc(SCc3cccc(C(F)(F)F)c3)c3c(=O)n(C)c(=O)n(C)c3n2)cc1	-4
CSCC[C@H](NC(=O)NCc1ccccc1F)C(=O)O	-9
CCOC(=O)c1[nH]c(C)c(/C(O)=C2\C(=O)C(=O)N(CCN(C)C)C2c2ccc(C)o2)c1C (stereo unspecified)	-11
CC(C)C[C@H](NC(=O)NCc1ccccc1Cl)C(=O)O	-1
O=C(c1cc(-c2cccc(Cl)c2)on1)N1CCN(c2ccc(F)cc2)CC1	-2
COc1ccc(C2C(C(=O)N(C)C3CCCCC3)c3ccccc3C(=O)N2c2ccc(OC)cc2)cc1 (stereo unspecified)	-6
C=CCC(C#Cc1ccccc1)N1CCCCC1 (stereo unspecified)	-2
Cc1ccc(OCC(=O)Nc2ncc(Cc3ccc(F)cc3)s2)cc1	5
Cc1sc(C(=O)NCc2cccnc2)c2nc(C)n(CC(=O)NCc3cccnc3)c(=O)c12	-7
COC(=O)CCCCCc1ccc(C(C)=O)s1	-1
COc1ccc(-c2cn[nH]c2N)c(OC)c1	-11
COc1ccc(NS(=O)(=O)c2ccc3c(c2)CCN3C(C)=O)cc1OC	0
O=C1c2ccccc2C(=O)c2c(NC(=O)C(F)(F)F)ccc(Cl)c21	6
COc1cc(OC)cc(C(=O)Nc2cccc(-c3nc4cc(C)ccc4o3)c2)c1	-231
O=C(Nc1ccc(F)cc1F)c1cc2n(n1)C(C(F)(F)F)C1CCCCC1N2 (stereo unspecified)	-11
CCN1CCN(C(c2cccs2)C(C)NC(=O)CC(C)C)CC1 (stereo unspecified)	-2
O=C(C1CC1)N1CCc2cc(Br)cc(S(=O)(=O)Nc3ccc(Cl)c(C(F)(F)F)c3)c21	-1
O=C(CSc1nc2ccsc2c(=O)n1Cc1ccccc1)NCC1CCCO1 (stereo unspecified)	2
O=C(NCc1nnc(SCC(=O)N2CCOCC2)o1)c1ccco1	-1
Cn1c(N2CCC(C(N)=O)CC2)nc2c1c(=O)n(Cc1ccc(Cl)cc1)c(=O)n2C	-4
COc1ccc(NC(=O)C(CC(C)C)NC(=O)c2ccccc2C)cn1 (stereo unspecified)	-3
CCN1CCN(C(=O)c2cn(C)c3ccc(S(=O)(=O)N(C)C4CCCCC4)cc3c2=O)CC1	0
CCN(CC)C(=O)c1ccc2c(=O)n(Cc3ccc4c(c3)OCO4)c(=S)[nH]c2c1	4
Cc1ccc(OCCNC(=O)c2ccccc2N)cc1	1
COc1ccc2[nH]c(=O)c(CN(CCO)C(=O)c3ccccc3F)cc2c1	0
CCCCC(NC(C)=O)c1nc2ccccc2[nH]1 (stereo unspecified)	0
CC1(C)C2CCC1(CS(=O)(=O)Nc1cccc(F)c1)C(=O)C2 (stereo unspecified)	3
O=C(O)c1cc(N2C(=O)C3C4C=CC(CO)(O4)C3C2=O)ccc1Cl (stereo unspecified)	-5
O=C(Nc1ccc(-c2csc(-c3ccccc3)n2)cc1)c1cc2cc(Br)ccc2oc1=O	-2
Cc1ccc(C=Nc2sc3c(c2C#N)CCC3)cc1	-31
Cc1ccccc1Oc1cc(NC(=O)c2ccncc2)cc(Oc2ccccc2C)c1	1
O=[N+]([O-])c1ccccc1S(=O)(=O)Nc1cccc(F)c1	-6
Cc1nc2ccccn2c1/C(O)=C1\C(=O)C(=O)N(CCCn2ccnc2)C1c1ccncc1 (stereo unspecified)	-1
CCc1nc(SCC(=O)c2ccc(O)cc2O)n[nH]1	-5
COc1ccccc1N1CCN(C(=O)CCS(=O)(=O)c2cc(Br)cc3c2N(C(C)=O)CC3)CC1	-3
Cc1nnc(NC(=O)c2ccccc2Br)s1	1
COc1ccc(NC(=O)CN(Cc2ccccc2)S(=O)(=O)c2ccccc2)cc1Cl	-35
Cn1c(=O)c2c3c(sc2n2c(SCC(N)=O)nnc12)COC(C)(C)C3	-5
Cc1ccc(-n2nc3cc(C)c(NC(=O)c4ccc([N+](=O)[O-])c(C)c4)cc3n2)cc1	4
CCOC(=O)c1sc(=S)n(-c2ccccc2OC)c1N	-5&-10
Cc1ccccc1Cn1c(CN(Cc2ccccc2)Cc2ccccc2)nc2c1c(=O)n(C)c(=O)n2C	-7
O=C(O)C1CC(=O)N(c2ccc(OCc3c(F)cccc3Cl)cc2)C1 (stereo unspecified)	4
CCc1ccc(Sc2cc(C(=O)NC3CC3)c3ccccc3n2)cc1	-2
O=C(c1cnc2sccn2c1=O)N1CCN(c2ccccc2Cl)CC1	-10
CCOc1ccc(Cl)cc1S(=O)(=O)N1CCCCC1	0
CCCCOc1ccc(S(=O)(=O)N2CCCCCC2)cc1	-1
COCCN(CCOC)Cc1c(O)ccc2c3c(c(=O)oc12)CCC3	0
CCOC(=O)c1[nH]c(C)c(/C(O)=C2\C(=O)C(=O)N(CCCn3ccnc3)C2c2ccncc2)c1C (stereo unspecified)	-11
CC(C)(C)c1ccc(CNC(=O)C2CCCN2S(=O)(=O)c2ccccc2)cc1 (stereo unspecified)	4
COc1ccc(N2CCN(C(=O)CSCc3ccccc3Cl)CC2)cc1	-4

The list continues.
SMILES	14-3-3g Raf
CCCCOc1ccc(CSC(CC(=O)O)C(=O)O)cc1 (stereo unspecified)	2
COc1ccc(OC)c(NC(=O)c2sc3nc(-c4ccccc4)cn3c2C)c1	-8
C#CCOC(=O)CSc1nc2ccccc2s1	-14
CCOc1cccc(C=Cc2ccc3cccc(OCc4ccccc4)c3n2)c1O	-59
O=C(Nc1nc(-c2cc([N+](=O)[O-])cs2)cs1)c1ccc(S(=O)(=O)N2CCc3ccccc32)cc1	-136
Cc1ccc(CNC(=O)c2cc(-c3cccnc3)nc3ccc(S(=O)(=O)N4CCC(C)CC4)cc23)cc1	-5
CCCn1c(-c2nonc2N)nc2ccccc21	-41
COc1ccccc1C(=O)Nc1cc2ccc(OC(C)=O)cc2oc1=O	-8
COc1ccccc1CN1C(=O)C2C3CCC(C3)C2C1=O (stereo unspecified)	-5
O=C1c2ccccc2C(Nc2ccc3c(c2)OCCO3)N1c1ccccn1 (stereo unspecified)	6
CC(C)NC(=O)c1nc2ccccc2s1	0
COc1cccc(-c2nn(C)c3sc(C(=O)N4CCN(c5ccc(F)cc5)CC4)cc23)c1	2
CC(C)(O)C#Cc1ccc(C(=O)NCc2ccncc2)cc1	-2
COc1ccc(NC(=O)c2cccc([N+](=O)[O-])c2)c([N+](=O)[O-])c1	12
COc1ccc(Cl)cc1NC(=O)c1cc(-c2ccc3c(c2)OCO3)on1	-15
Nc1c(-c2nc3ccccc3[nH]2)sc(=S)n1-c1ccccc1	-21
O=C(O)C1C2C=CC(C2=C(c2ccccc2)c2ccccc2)C1C(=O)Nc1ccccn1 (stereo unspecified)	-9
O=C(c1ccc(Cn2c(=O)[nH]c3ccccc3c2=O)cc1)N1CCN(c2cccc(Cl)c2)CC1	1
CCC1(C)Cc2c(sc3[nH]c(=S)n(-c4ccccc4C)c(=O)c23)CO1 (stereo unspecified)	-14
CCOC(=O)c1sc2nc(CC(=O)OC)nc(NCC(=O)OC)c2c1C	3
CC(C)(C)n1nnnc1C(c1cccs1)N1CCCc2ccccc21 (stereo unspecified)	-1
COc1ccc(-n2c(=S)[nH]c3cc(C(=O)Nc4cccnc4)ccc3c2=O)cc1	-10
COCC(C)NC(=O)C1CC(c2cccc(Br)c2)=NO1 (stereo unspecified)	-9
CSCCOC(=O)C1=C(C)NC(=O)NC1c1ccc2ccccc2c1 (stereo unspecified)	-11
COC(=O)C1=C(C)NC2=C(C(=O)CC(C)(C)C2)C1c1cccc(O)c1 (stereo unspecified)	-9
Cc1ccc(-c2nnc(SCC(=O)N3CCCCC3C)o2)cc1 (stereo unspecified)	-6
c1cc(C2OCCN2CC2COC3(CCCC3)O2)ccn1 (stereo unspecified)	2
COc1ccc(C(CC(=O)O)NC(C)=O)cc1OC (stereo unspecified)	-5
O=C(Nc1ccc(Cl)cc1)c1nc2nc(-c3cccs3)cc(C(F)(F)F)n2n1	-29
O=C(NC(=Cc1ccccc1)P(=O)(O)c1ccccc1)c1ccccc1	-1
Cc1nnc(NC(=O)CSc2cn(Cc3ccccc3)c3ccccc23)s1	-3
COC(=O)CC1=C(C(=O)OC)C(c2ccncc2)C(C#N)=C(N)O1 (stereo unspecified)	4
CC(OC(=O)c1cccs1)C(=O)NCc1ccco1 (stereo unspecified)	-6
Cc1cccc(C)c1OCC(O)CNS(=O)(=O)c1ccccc1C(=O)N1CCOCC1 (stereo unspecified)	1
Cc1ccc(N2CCN(c3ccc(C)cc3)C2c2ccccn2)cc1	-1&0
CCc1nnc(NC(=O)c2ccccc2C)s1	3
COC(=O)CN1C2(C#N)CCCCC2CC2CCCCC21C#N (stereo unspecified)	-1
CCOc1ccc(C(=O)Nc2ccc3nn(-c4ccc(OC)cc4)nc3c2)cc1Br	-9
N#Cc1cccc(-c2nnc(SCc3ccccc3C#N)o2)c1	0
CCc1c(C(=O)NC2CCCC2)csc1C	-1
O=C(NCc1ccccc1Cl)C1CCN(c2nc3ccccc3o2)CC1	1
COc1ccc2sc(N3C(=O)C4CC=C(C)CC4C3=O)nc2c1 (stereo unspecified)	-7
Cc1cc(NC(=O)c2cc([N+](=O)[O-])ccc2Cl)no1	-5
COc1ccc(NS(=O)(=O)c2ccc(Oc3ncccn3)cc2)cc1	5
Cc1ccc(-c2nc(CS(=O)(=O)CC(=O)N3CC(C)CC(C)C3)c(C)o2)cc1 (stereo unspecified)	0
CC(=O)N1CCCc2cc(S(=O)(=O)N3CCc4ccccc4C3)ccc21	-5&-1
COc1ccc(Cn2c(SCC(=O)N3CCCC3)nc3c(sc4ccc([N+](=O)[O-])cc43)c2=O)cc1	-2
CS(=O)(=O)N1CCN(c2ccccc2F)CC1	11
COc1ccc(CCNC(=O)c2cc(-c3ccc(Cl)cc3)nc3ccccc23)cc1OC	-11
Cc1cc(C)c2c(=O)c3c(oc2c1)C(=O)N(CCO)C3c1cccc(O)c1 (stereo unspecified)	-12

(next part)
SMILES	14-3-3g Raf
CC(C)Cn1c(N2CCCCC2)nc2c1c(=O)[nH]c(=O)n2C	10
O=C(Nc1ccccc1C(=O)O)c1cc(S(=O)(=O)N2CCCCCC2)ccc1Cl	-5
COCCOC(=O)c1[nH]c2c(c1C)C(=O)CC(c1cc(OC)ccc1OC)C2 (stereo unspecified)	-5
CN1CCN(C(=O)c2ccc(S(=O)(=O)c3ccc(Br)cc3)cc2)CC1	3
COc1ccc2ccccc2c1C1NN=C(c2ccc(C)cc2)S1 (stereo unspecified)	-19
Cc1occc1C(=O)NCc1ccccc1F	-7
Cc1cc(C)c2cc(C#N)c(SCC(=O)NCC3CCCO3)nc2c1 (stereo unspecified)	-9
CC12CC3(C)CC(C)(C1)CC(CN=Cc1cc(Br)ccc1O)(C2)C3	-4
O=C(CC1CCCCC1)NCc1ccccn1	-2
O=C(c1c[nH]c2ccccc12)C(O)C(c1ccccc1)N1CCOCC1 (stereo unspecified)	-9
Cc1c(C(=O)Nc2ccc(Cl)cn2)cccc1[N+](=O)[O-]	-6
CCOC(=O)c1[nH]c(C)c(C(=O)NC(C)(C)C)c1C	4
CCOc1ccc2[nH]c(=O)c(CN(CCO)C(c3nnnn3C3CCCCC3)C(C)C)cc2c1 (stereo unspecified)	-2
CC(C)NC(=O)c1cc(-c2cccs2)on1	-11
Cc1ccc2nc3c(cc(C(=O)NCc4ccco4)c(=N)n3Cc3ccco3)c(=O)n2c1	-5
N#Cc1ccc2ccn(CC(=O)NCc3ccccc3)c2c1	-6
CCOC(=O)N1CCc2c(sc(NC(=O)c3ccc(S(=O)(=O)N4CCCC4)cc3)c2C#N)C1	-74
Cc1nc2c(C)cccn2c1/C(O)=C1\C(=O)C(=O)N(CCN2CCOCC2)C1c1ccncc1 (stereo unspecified)	-1
CC(NC(=O)c1cccnc1)C(c1cccs1)N1CCN(C)CC1 (stereo unspecified)	6
COc1ccc(NC(=O)N2CCCC(c3nc(-c4ccc(C(C)C)cc4)no3)C2)cc1 (stereo unspecified)	-5
COc1ccc(-c2cc3ccccc3n2CC(O)CN2CCCCC2)cc1 (stereo unspecified)	-2
OC(COC1CCCCC1)CN1CCN(c2ccccc2)CC1 (stereo unspecified)	-7
COc1ccc(NC(=O)CSc2nc(O)c(Cc3ccccc3)c(=O)[nH]2)cc1	-1
CN(C)c1ccc(P(=O)(c2ccc(N(C)C)cc2)c2ccc(N(C)C)cc2)cc1	-7
O=C(Cn1cnc2c(cnn2-c2ccc(Cl)cc2)c1=O)NC1CCCCC1	0
